# PI4K2A block = inhibitors of human PI4K2A. Q9BTU6. purified PI4K2A, ADP-Glo luminescence, 1 h; stronger effect = lower value. 420,000 tested, 0.13% active. activity change, negative = inhibition, % at 76.9 µM; in the data active = activity change below about -50%; inconclusive = mostly about -30% to -49%;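 also: -100% = wells without enzyme as full effect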
# Target sequence (Q9BTU6 whole entry, looked up): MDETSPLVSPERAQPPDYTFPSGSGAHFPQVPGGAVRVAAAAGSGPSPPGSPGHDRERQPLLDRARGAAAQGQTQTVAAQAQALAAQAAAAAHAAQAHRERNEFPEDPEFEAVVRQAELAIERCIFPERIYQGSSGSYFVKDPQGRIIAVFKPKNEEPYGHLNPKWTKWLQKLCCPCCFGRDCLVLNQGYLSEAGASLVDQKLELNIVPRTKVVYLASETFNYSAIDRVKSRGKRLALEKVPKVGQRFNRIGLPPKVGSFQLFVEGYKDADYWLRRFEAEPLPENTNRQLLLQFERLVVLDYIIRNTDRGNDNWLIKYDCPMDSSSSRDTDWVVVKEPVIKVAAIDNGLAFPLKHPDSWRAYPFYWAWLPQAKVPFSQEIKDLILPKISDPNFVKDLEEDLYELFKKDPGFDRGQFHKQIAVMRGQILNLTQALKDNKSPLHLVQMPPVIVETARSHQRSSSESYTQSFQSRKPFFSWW
#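 Compounds are screened against recombinant PI4K2A using PI as substrate and ATP, the latter dispensed at 300 microM. Reactions run one hour at ambient temperature before ADP-Glo detection; full inhibition defined by wells lacking enzyme.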
# Vif-A3G inh = inhibitors of Vif-APOBEC3G interaction; Q9HC16; HeLa A3G-eYFP + Vif (tagged APOBEC3G with the HIV-1 protein that degrades it), YFP fluorescence, overnight; Potency, µM (titrated, usually from 46.1 µM), without a hit: top-dose activity, negative = active, actives largely listed as inhibitors; 410,000 tested, 0.076% active; AID 602310;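 also: potency is read from the fitted curve at half-maximal effect; % is scaled to controls: 0 for no effect and ±100 for the full control effect; nearly all actives have a fitted effect of over 60% in size; hits raise eYFP signal because A3G escapes Vif-driven loss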
#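 HeLa cells stably expressing Vif and C-terminally eYFP-tagged A3G, seeded overnight at 37 deg C, then exposed to compound by pintool overnight at 37 deg C. Rise in yellow fluorescence (Ex 488/Em 500-530, Acumen) marks blocked Vif-driven A3G degradation.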
# mIDH1 inhibitor = blocks human mutant IDH1 R132H enzyme; O75874; IDH1-R132H enzyme, NADPH consumption, diaphorase/resazurin fluorescence; Potency, µM (doses to about 76.6 µM), for inactives: top-dose activity change, negative = inhibition, usual class: inhibitors; 390,000 tested, 0.093% active; AID 602179; also: potency is read from the fitted curve at half-maximal effect; % is scaled to controls: 0 for no effect and ±100 for the full control effect; nearly all actives have a fitted effect of over 65% in size
# Target sequence (O75874 whole entry R132H, stated change not applied): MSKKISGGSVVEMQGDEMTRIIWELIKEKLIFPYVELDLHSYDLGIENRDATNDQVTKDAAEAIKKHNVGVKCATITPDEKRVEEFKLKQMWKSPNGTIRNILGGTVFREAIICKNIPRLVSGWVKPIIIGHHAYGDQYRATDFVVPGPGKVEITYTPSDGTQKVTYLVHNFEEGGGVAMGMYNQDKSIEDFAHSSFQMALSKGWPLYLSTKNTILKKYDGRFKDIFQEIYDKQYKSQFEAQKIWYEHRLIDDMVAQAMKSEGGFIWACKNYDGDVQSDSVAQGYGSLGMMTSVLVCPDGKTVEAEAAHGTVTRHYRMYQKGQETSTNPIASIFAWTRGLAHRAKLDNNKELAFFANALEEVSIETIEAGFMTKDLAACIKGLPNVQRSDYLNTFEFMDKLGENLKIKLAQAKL
#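 IDH1-R132H (0.5 ug/mL dispensed) in pH 7.5 Tris buffer was preincubated 30 min with compound, then given a substrate mix of 0.016 mM NADPH and 2 mM alpha-KG for 80 min at room temperature; remaining NADPH was read by diaphorase/resazurin fluorescence.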
# LDHA inh = LDHA (human) enzyme inhibition | P00338 | purified LDHA, NADH/diaphorase-resazurin fluorescence; stronger effect = lower value | activity change, % (values are at about 110 or 230 µM) | 480,000 tested, 0.15% active | AID 1347041; in the data active = activity change below about -30%; inconclusive = mostly about -25% to -30%;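 also: plate controls were DMSO wells for no effect and wells without enzyme for full effect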
#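 Enzyme activity of human lactate dehydrogenase 5 (2 nM; 0.06 mM NADH, 0.2 mM pyruvate, 5 min, RT) is measured via a resazurin/diaphorase fluorescence readout of residual NADH.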
# TrxR1 substrate = substrates of rat thioredoxin reductase 1; O89049; purified TrxR1 substrate turnover, NADPH consumption readout; Potency, µM (doses to about 114 µM), for inactives: at the highest dose activity change, negative = substrate turnover; 390,000 tested, 0.01% active; also: potency is read from the fitted curve at half-maximal effect; % is scaled to controls: 0 for no effect and ±100 for the full control effect; nearly all actives have a fitted effect of over 50% in size
#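 Rat TrxR1, dispensed at 90 nM, was prereduced with 400 uM NADPH (final) for 5 min at ~22 deg C, then incubated with compound 15 min before 400 uM selenite. A first-read NADPH fluorescence drop versus no-compound background flagged substrates.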
# GRP78 ERSR act = inducers of ER stress response in human glioma cells; AID 602332; Potency, µM, without a hit: at the highest dose activation, actives largely listed as activators; 420,000 tested, 0.02% active; U87-MG GRP78 promoter luciferase reporter, 16 h; also: potency is read from the fitted curve at half-maximal effect; series mostly up to about 76 µM; % of control where 0% means no effect; nearly all actives have a fitted effect of over 35% in size
#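 Stably transfected U87-MG glioma cells carrying a GRP78-based luciferase sensor; 16 h compound incubation. Luminescence end-point read 10 min after Bright-Glo addition at room temperature.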
# RXFP1 ag = RXFP1 (human) receptor agonism. Q9HBX9. HEK293T-RXFP1 cAMP TR-FRET, 30 min; response scale: percent of porcine relaxin response, buffer zero. Potency, µM (top dose mostly 57.5 µM), without a hit: at the top dose activation, hits mostly activators. 370,000 tested, 0.3% active. AID 2676; also: potency is read from the fitted curve at half-maximal effect; % is scaled to controls: 0 for no effect and ±100 for the full control effect; nearly all actives have a fitted effect of over 60% in size; many of its hits are not listed in these tables
#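 Agonist response is measured as cAMP accumulation in an RXFP1-transfected HEK293T line under PDE4 inhibition. Values are scaled between buffer-only and 29 nM porcine relaxin, and EC50s come from standard Hill equation fits.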
# USP1 inh = blocks the human USP1/UAF1 deubiquitinase complex; O94782; 390,000 tested, 0.23% active; recombinant USP1/UAF1, Ub-Rhodamine cleavage fluorescence; Potency, µM (top dose mostly 57.1 µM), for the others: at the top dose activity change, negative = inhibition, usual class: inhibitors; also: potency is read from the fitted curve at half-maximal effect; % is scaled to controls: 0 for no effect and ±100 for the full control effect; nearly all actives have a fitted effect of over 60% in size; inactives centre near -12
#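 1 nM enzyme complex + cpd, 15 min RT; start with Ub-Rho 150nM final; kinetic fluorescence ex 480/em 540, 6 reads q60 s. Buffer 50mM HEPES pH 7.8, 0.5mM EDTA, 0.1 mg/ml BSA, 1mM TCEP, 0.01% Tween-20.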
# Vif-APOBEC3F blk = blocks the Vif interaction with APOBEC3F. HeLa A3F-eYFP + Vif (tagged APOBEC3F with the HIV-1 protein that degrades it), YFP fluorescence increase. Potency, µM (titrated, usually from 46.1 µM), without a hit: top-dose activity, negative = active. 390,000 tested, 0.2% active; also: potency is read from the fitted curve at half-maximal effect; % of control where 0% means no effect; nearly all actives have a fitted effect of over 65% in size
#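 Fluorescence increase (Ex 488/Em 500-530) after overnight compound treatment at 37 deg C flags inhibition of Vif-driven A3F-eYFP loss in stable HeLa A3F-eYFP/Vif cells seeded overnight beforehand.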
# Active calls of the source: *; ? = inconclusive; . = no result given; [ ] = dose if it differs, or a comment. Unless noted, calls follow the shape of the dose curve; as a rule, active = well fitted curve in the direction sought with a large enough effect; inconclusive = small, poorly fitted or top-dose-only effect, or another doubt; inactive = no such curve, though single readings can be large; an effect the other way counts as inactive or inconclusive. This is a subset (hit frequency here may not be typical).
SMILES,PI4K2A block,Vif-A3G inh,mIDH1 inhibitor,LDHA inh,TrxR1 substrate,GRP78 ERSR act,RXFP1 ag,USP1 inh,Vif-APOBEC3F blk
CCCS(=O)(=O)c1c(S(=O)(=O)CCC)c2cc(CC)ccn2c1C(=O)OC,1,1%,-6%,-5,17%,-3%,2.3%,-23%,.
O=C(CN1CCCC1)NCc1ccccc1,-4,0%,-3%,-3,2%,0%,0.4%,-9%,2%
COc1ccc(/C=C/C(=O)NNC(=O)c2cc(C)oc2C)cc1,2,-2%,3%,-4,2%,-2%,3.0%,0%,-6%
CCOc1ccccc1N(C)C(=O)CCS(=O)(=O)c1ccc2c(c1)NC(=O)CO2,12,3%,-1%,-5,-3%,-7%,-2.8%,-4%,1%
CCOC(=O)c1sc2nc(N3CCOCC3)c3c(c2c1N)CC(C)(C)N(C)C3,-5,2%,-5%,-1,28%,1%,4.6%,-9%,1%
CC1CN(S(=O)(=O)Cc2ccccc2)CC(C)O1 (configuration not stated),3,-5%,1%,2,8%,-2%,-0.3%,-7%,2%
O=C(NCCCN1CCOCC1)c1cn(-c2ccccc2)nc1-c1ccc(F)cc1,1,3%,12%,-5,7%[11.4 µM],-5%,.,-6%,-2%
CCCC1(CCC)NC(=O)NC1=O,4,0%,2%,-4,1%,1%,1.5%,-9%,1%
COc1ccc(NC(=O)CCNS(=O)(=O)c2ccc3c(c2)CC(C)N3C(C)=O)cc1 (configuration not stated),2,-1%,0%,-13,1%,-5%,0.4%,-9%,-1%
Cn1c(N2C(=O)CC(Cc3ccccc3)C2=O)nc2ccccc21 (configuration not stated),-5,0%,-1%,-2,-8%,-2%,1.2%,-7%,-2%

# Arranged by value in TrxR1 substrate (rising): three from the list above.
SMILES,TrxR1 substrate
Cn1c(N2C(=O)CC(Cc3ccccc3)C2=O)nc2ccccc21 (configuration not stated),-8%
COc1ccc(NC(=O)CCNS(=O)(=O)c2ccc3c(c2)CC(C)N3C(C)=O)cc1 (configuration not stated),1%
CCCS(=O)(=O)c1c(S(=O)(=O)CCC)c2cc(CC)ccn2c1C(=O)OC,17%

# Later entries
SMILES,PI4K2A block,Vif-A3G inh,mIDH1 inhibitor,LDHA inh,TrxR1 substrate,GRP78 ERSR act,RXFP1 ag,USP1 inh,Vif-APOBEC3F blk
O=C(NNC1=NCCC1)c1ccc(Br)cc1,-2,2%,0%,-1,5%[57.1 µM],4%,2.6%,8%,-12%
CC1=C[C@H]2Cc3cc(C)cc(C)c3S(=O)(=O)[C@@H]2C=C1,2,-3%,3%,-5,1%[57.1 µM],-3%,-0.2%,-23%,0%
CCOC(=O)C1=C(C(F)(F)F)Nc2ncnn2C1c1ccc(OC)cc1OC (configuration not stated),1,1%,3%,-7,-9%,2%,1.4%,-7%,2%
C[C@H]1CN[C@H](CCO)/C1=C\c1ccccc1,4,2%,-11%,1,-1%,0%,.,-17%,1%
CC(=O)Nc1cccc(C(=O)NCCc2ccco2)c1,2,-2%,9%,-3,1%,-3%,2.8%,-22%,-4%
CCCOc1ccc(F)cc1-c1cc(C(=O)NCc2cccc(C(F)(F)F)c2)[nH]n1,1,1%,.,-4,.,-2%,.,.,.
COc1cc(C)nc(NS(=O)(=O)c2ccccc2)n1,0,-3%,3%,2,-7%,-4%,2.7%,-16%,1%
C=CCn1c(/N=C/c2ccc(N(C)C)cc2)nc2ccccc21,-2,1%,2%,-9,-5%,-3%,0.1%,?,-4%
COc1cc(/C=C2/C(=O)N=C(N)N2C)cc(OC)c1OC,10,0%,3%,-1,-4%,-2%,0.4%,-7%,6%
Cc1nc(NC(=O)c2ccccc2)sc1-c1csc(NCCc2ccccc2)n1,-21,-7%,6%,-2,-2%,0%,2.6%,?,-4%

# Complete entries, looked up by structure:
# COc1cc(/C=C2/C(=O)N=C(N)N2C)cc(OC)c1OC in the list: PI4K2A block = 10; Vif-A3G inh = 0%; mIDH1 inhibitor = 3%; LDHA inh = -1; TrxR1 substrate = -4%; GRP78 ERSR act = -2%; RXFP1 ag = 0.4%; USP1 inh = -7%; Vif-APOBEC3F blk = 6%
# Cc1nc(NC(=O)c2ccccc2)sc1-c1csc(NCCc2ccccc2)n1 in the list: PI4K2A block = -21; Vif-A3G inh = -7%; mIDH1 inhibitor = 6%; LDHA inh = -2; TrxR1 substrate = -2%; GRP78 ERSR act = 0%; RXFP1 ag = 2.6%; USP1 inh = ?; Vif-APOBEC3F blk = -4%

# Carrying on:
SMILES,PI4K2A block,Vif-A3G inh,mIDH1 inhibitor,LDHA inh,TrxR1 substrate,GRP78 ERSR act,RXFP1 ag,USP1 inh,Vif-APOBEC3F blk
O=C1CCCC(O)=C1N=Nc1cccc(C(=O)O)c1,-2,6%,-5%,15,-17%,-14%,0.3%,?,-14%
Cc1cn(Cc2ccccc2)c(=O)[nH]c1=O,-3,1%,4%,1,4%,-1%,-0.5%,-22%,-16%
O=C(CNC(=O)c1ccc2c(c1)OCO2)NCCOc1ccc(Cl)cc1,-1,0%,3%,0,6%,-1%,.,-23%,5%
O=S(=O)(c1ccc(F)cc1)N1CCN(C(=S)NC2CC2)CC1,-2,2%,11%,4,13%,-4%,-0.5%,-15%,3%
Nc1ncnc2c1ncn2[C@@H]1O[C@H](CNCc2ccc(OCc3ccccc3)cc2)[C@@H](O)[C@H]1O,-7,22µM*,-9%,-2,-4%,-1%,.,-5%,-13%
Cc1cc(C)c(OCC(=O)Nc2ccc(S(=O)(=O)N3CCOCC3)cc2)c(C)c1,-5,3%,0%,-6,3%,-4%,-1.7%,-26%,-6%
O=C(CNC(=O)c1ccccc1)N/N=C/c1cccs1,-2,2%,6%,-3,-3%,5%,-2.0%,-22%,-3%
CC(C)Cn1c(O)c2ccc(C(=O)N=NC(=O)c3cccnc3)cc2c1O,-3,-4%,3%,-5,-12%,1%,0.5%,-3%,-2%
COc1ccc2c(c1OC)C(=O)N1C2SC(C)(C)[C@H]1C(=O)NC1CC1 (some centres not stated),1,-1%,-15%,-3,1%,-1%,-0.6%,-39%,-1%
c1cnc(N2CCN(Cc3c[nH]c4ccccc34)CC2)nc1,-15,-18%,-3%,-6,4%,-4%,1.5%,-6%,1%
Cc1ccc(-n2cccn2)cc1,1,0%,2%,1,-5%,-7%,0.3%,-15%,9%
Cc1c(NC(=O)C(C)Sc2ncnc3ccccc23)c(=O)n(-c2ccccc2)n1C (configuration not stated),0,-6%,0%,0,2%,-5%,13%,-14%,5%
COc1ccc(NC(=O)Cn2nnc(C(=O)Nc3ccc(F)c(Cl)c3)c2N)cc1,2,-2%,-13%,-8,-9%,-3%,-2.5%,-9%,-17%
COc1ccc(/C=C(/NC(=O)c2cccc([N+](=O)[O-])c2)C(=O)O)cc1OC,-2,1%,-2%,1,-7%,-1%,0.0%,-8%,9%
CCN(CC)S(=O)(=O)c1ccc2c(c1)N(CC(=O)N1CCN(c3cccc(OC)c3)CC1)C(=O)CO2,-1,-4%,9%,6,2%[57.1 µM],-3%,1.1%,-14%,1%
O=C(NCc1cccnc1)c1ccc(-c2ccc(F)c(F)c2)c2ccoc12,-3,0%,.,2,.,1%,.,.,.
CCN1c2ccccc2-c2nc3ccccc3n2C1c1ccco1 (configuration not stated),-3,-7%,6%,3,540%[activator],2%,3.0%,-23%,0%
CC(CNC(=O)COc1ccccc1)OC(=O)Nc1cccc(Cl)c1 (configuration not stated),2,0%,2%,-10,9%[57.1 µM],-4%,-0.2%,-23%,-5%
Cc1ccc(S(=O)(=O)N2CCOCC2)cc1NC(=O)CNCC1CCCCC1,-2,-1%,3%,?,-7%,-2%,-0.8%,-12%,-1%
CCOc1ccc(NC(=O)CN(C)C(=O)c2cn(-c3ccc(F)cc3)nc2-c2cccc(OC)c2)cc1OCC,-1,2%,0%,-1,-5%,-2%,1.1%,-10%,0%
CCN(CC)CCCNC(=O)C1c2ccccc2C(=O)N1Cc1ccc(C)cc1 (configuration not stated),6,2%,3%,-2,-7%,-4%,-0.1%,4%,-3%
CC(=O)Nc1ccc(S(=O)(=O)N2CCN3CCCC3C2)cc1 (configuration not stated),-8,2%,13%,0,0%,-4%,1.5%,-18%,1%
COc1ccc(NC(=O)CSc2nnc(Cc3cccn3C)n2-c2ccc(C)cc2)cc1OC,11,1%,-8%,-8,8%,-3%,2.3%,-14%,-3%

# Some of the entries so far, with two lines to a compound:
# Order of results: PI4K2A block, Vif-A3G inh, mIDH1 inhibitor, LDHA inh, TrxR1 substrate, GRP78 ERSR act, RXFP1 ag, USP1 inh, Vif-APOBEC3F blk
- COc1ccc(/C=C(/NC(=O)c2cccc([N+](=O)[O-])c2)C(=O)O)cc1OC
→ -2, 1%, -2%, 1, -7%, -1%, 0.0%, -8%, 9%
- CCN(CC)S(=O)(=O)c1ccc2c(c1)N(CC(=O)N1CCN(c3cccc(OC)c3)CC1)C(=O)CO2
→ -1, -4%, 9%, 6, 2%[57.1 µM], -3%, 1.1%, -14%, 1%
- O=C(NCc1cccnc1)c1ccc(-c2ccc(F)c(F)c2)c2ccoc12
→ -3, 0%, ., 2, ., 1%, ., ., .

# High-throughput results as filed in PubChem.
